# RAD54 branch – inhibitors of human RAD54 branch migration, primary screen, biochemical, fluorescence, single point; 360,000 compounds, 0.14% hits; inhibition, % at 10.4 µM; RAD54 Holliday junction branch migration, FAM/BHQ fluorescence; AID 602329, 2012;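 active = mean normalized replicate activity at least 40 and at least half of replicates scoring 40 or more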;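 also: 0% = median of neutral control wells and 100% = median of positive control wells; inhibitors cause a drop in the FAM fluorescence signal; in these data hits start at about 50%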
# E-sel inducer – E-selectin induction in HUVECs, primary screen, imaging, HUVEC, immunofluorescence imaging, single point. P16581. AID 686992, 2013. normalized: neutral wells 0, TNF-alpha wells 100. activation, % at 7.58 µM. 260,000 compounds, 0.37% hits;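 active = mean E-selectin-positive cell signal at least 10% of the positive control, reached in at least 60% of replicates, without over 20% cell loss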;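 also: in these data hits start at about 27%; measured in HUVEC primary endothelial cells; signal is the percent of cells scored E-selectin positive by PE staining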
#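 Assay system: HUVEC primary endothelial cells. Input: 3,000 HUVEC seeded per well. Doses: one compound dose added by pin transfer. Read-out basis: % PE-positive cells. Benchmarks: TNF-alpha high, DMSO low. Detection: immunofluorescence imaging. Buffer or medium: EGM-2, gelatin.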
# esBAF inh – Bmi1 luciferase reporter increase in mESCs, primary screen, esBAF inhibitor project, mouse ES cells, Bmi1 luciferase knock-in, single point; 24 h; 100% = twice the neutral-well signal; reporter increase, % at 12.5 µM; 350,000 compounds, 2% hits; in the data active = activation above about 40%;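 also: 0% = median of the plate's neutral control wells and 100% = double that signal; a rise in the Bmi1 reporter signal indicates esBAF inhibition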
# RAD52 anneal inh – RAD52 DNA annealing inhibitors, primary screen, biochemical, FRET, single point, set 2; recombinant RAD52 DNA annealing, FRET fluorescence; inhibition, % at 18.7 µM; 360,000 compounds, 0.46% hits; AID 651710, 2012;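 active = every replicate showing at least 50% inhibition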
# Target sequence (P43351 whole entry, looked up): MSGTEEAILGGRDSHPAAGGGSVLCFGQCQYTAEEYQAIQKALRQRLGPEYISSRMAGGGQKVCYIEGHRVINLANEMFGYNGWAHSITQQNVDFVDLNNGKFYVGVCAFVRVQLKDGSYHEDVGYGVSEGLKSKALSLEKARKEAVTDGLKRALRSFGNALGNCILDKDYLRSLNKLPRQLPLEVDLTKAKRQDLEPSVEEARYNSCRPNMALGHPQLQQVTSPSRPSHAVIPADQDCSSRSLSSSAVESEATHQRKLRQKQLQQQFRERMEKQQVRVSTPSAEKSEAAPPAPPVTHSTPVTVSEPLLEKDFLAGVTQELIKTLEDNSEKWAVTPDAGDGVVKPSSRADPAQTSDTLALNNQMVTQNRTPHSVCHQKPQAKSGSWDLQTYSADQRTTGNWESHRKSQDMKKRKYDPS
# Xi reactivation – activators of inactive X chromosome reactivation, primary screen, imaging, XiGFP fibroblasts, GFP high-content imaging, set 2. activation, % at 7.58 µM. 360,000 compounds, 0.055% hits. XiGFP mouse fibroblasts, % GFP-positive cells imaging, 3 d; cells co-treated with 5-aza-dC sensitizer; scaled so ellipticine positive control = 100%;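 active = mean normalized replicate activation at least 10% and every replicate at or above 10%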;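 also: 0% = median of on-plate neutral control wells and 100% = ellipticine 6 µM median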
#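 System: 68-5-11 XiGFP fibroblast line; Timing: 3 days compound exposure; Compound dosing: one concentration, pinned; Benchmarks: positive control ellipticine, 6 µM final; Buffer or medium: DMEM containing 5-aza-dC.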
# ERp5 block – inhibitors of ERp5-driven insulin aggregation, primary screen, biochemical, turbidity, absorbance 650 nm, single point. Protein disulfide-isomerase A6 (Homo sapiens), Q15084. 90 min. inhibition, % at 9.99 µM. 350,000 compounds, 0.05% hits;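 active = mean replicate inhibition above about 25%, with every replicate also reaching it, limit read from the data, passing the limit was not always enough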
# Target sequence (Q15084 whole entry, looked up): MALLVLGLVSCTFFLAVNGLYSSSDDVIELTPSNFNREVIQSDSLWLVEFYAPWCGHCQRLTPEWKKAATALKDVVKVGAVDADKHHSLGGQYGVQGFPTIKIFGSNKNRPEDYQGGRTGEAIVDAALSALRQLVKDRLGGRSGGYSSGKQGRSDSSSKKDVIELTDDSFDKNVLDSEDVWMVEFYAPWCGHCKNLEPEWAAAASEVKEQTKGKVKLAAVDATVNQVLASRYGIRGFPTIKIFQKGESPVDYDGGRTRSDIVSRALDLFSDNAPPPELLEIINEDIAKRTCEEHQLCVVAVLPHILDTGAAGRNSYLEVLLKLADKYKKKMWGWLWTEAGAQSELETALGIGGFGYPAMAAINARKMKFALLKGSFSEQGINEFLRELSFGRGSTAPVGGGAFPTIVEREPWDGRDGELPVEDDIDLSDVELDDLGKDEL
# S100A4 inh HTS – inhibitors of S100A4-myosin IIA peptide binding, primary screen, biochemical, fluorescence polarization, TAMRA-MyoIIA peptide; inhibition, % at 10.7 µM; 360,000 compounds, 0.14% hits; Protein S100-A4 (Homo sapiens), P26447;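 active = mean inhibition of at least 70% across replicates, with every replicate also reaching that level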
# Target sequence (P26447 whole entry, looked up): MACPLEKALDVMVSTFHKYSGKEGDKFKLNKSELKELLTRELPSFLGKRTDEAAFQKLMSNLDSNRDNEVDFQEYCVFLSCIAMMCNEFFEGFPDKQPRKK
#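 Test system – S100A4 monomer (human) · Compound – single-point compound testing · Schedule – 5 min incubation before reading · Probe or stimulus – TAMRA-labelled myosin IIA heavy-chain peptide probe, 5 nM · Benchmarks – neutral control DMSO, positive control TFP · Medium – Calcium-containing HEPES buffer, pH 7.2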
# ERAP1 HTS inh – human ERAP1 aminopeptidase inhibitors, primary screen, biochemical, single point, plate reader. inhibition, % at 10.7 µM. 340,000 compounds, 0.15% hits. AID 652197, 2013. recombinant ERAP1, Leu-AMC fluorescence, 60 min;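 active = mean replicate inhibition of at least 30%, or all replicates individually reaching that 30% level; inactive = mean below 30% and not every replicate reaching it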;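 also: 0% = neutral control wells and 100% = L-leucinethiol positive control wells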
# Active calls of the source: *; . = no result given; & = joins results of further samples.
# Labels used below: A = RAD54 branch; B = E-sel inducer; C = esBAF inh; D = RAD52 anneal inh; E = Xi reactivation; F = ERp5 block; G = S100A4 inh HTS; H = ERAP1 HTS inh
CCN1CCN(c2nc3ccccn3c(=O)c2/C=C(\C#N)S(=O)(=O)c2ccccc2)CC1
  A: 5.1; B: .; C: -0.9; D: -59.4; E: 0.2; F: 0.2; G: -11.4; H: .

COCC(=O)Nc1ccc2c(c1)C(=O)N(C)C[C@@H](OC)[C@@H](C)CN(C(=O)Cc1cccnc1)[C@H](C)CO2
  A: -0.7; B: -0.1; C: -1.0; D: -9.7; E: 0.6; F: -0.5; G: -10.4; H: 0.7

N#C/C(=C\Nc1ccc2c(c1)OCCO2)C(=O)NCc1ccco1
  A: -7.8; B: 2.3; C: 11.9; D: -8.6; E: 0.0; F: 2.0; G: 6.2; H: -4.7

O=C(c1ccccc1N(Cc1ccccc1)S(=O)(=O)c1ccccc1)N1CCOCC1
  A: -45.6; B: .; C: -3.6; D: 4.9; E: 0.0; F: 5.7; G: 0.7; H: -3.3

C[C@@H]1CCCCO[C@@H](CN(C)C(=O)Nc2ccccc2)[C@H](C)CN([C@@H](C)CO)C(=O)c2cc(NC(=O)CCC(F)(F)F)ccc2O1
  A: 3.7; B: .; C: 4.7; D: -10.6; E: 0.0; F: 1.3; G: -16.2; H: -5.0

O=C(CSc1nnc(-c2ccc(F)cc2)n1CC1CCCO1)NCc1ccco1 (configuration not stated)
  A: -5.4; B: -0.1; C: -9.5; D: 18.9; E: 0.0; F: 5.1; G: -6.9; H: -3.4

C[C@H](O)C#Cc1cnc2c(c1)C(=O)N([C@@H](C)CO)C[C@H](C)[C@@H](CN(C)C(=O)c1ccncc1)O2
  A: -11.0; B: -0.1; C: -6.6; D: 10.7; E: 0.3; F: 2.2; G: -6.6; H: 0.0

O=C(Cn1c(NCCO)nc2ccccc21)NCC1CCCO1 (configuration not stated)
  A: -2.2; B: .; C: -3.4; D: 0.9; E: 0.0; F: 0.8; G: -0.1; H: -0.6

CCn1ncc(CN2CCC(Oc3cc(C(=O)NC4CC4)ccc3OC)CC2)c1C
  A: 3.1; B: -0.2; C: -1.5; D: -5.4; E: 0.0; F: 8.0; G: 0.5; H: -3.6

CO[C@@H]1CN(C)C(=O)c2cc(NC(=O)c3cc(C)on3)ccc2OC[C@H](C)N(CC2CC2)C[C@@H]1C
  A: 2.2; B: -0.1; C: -0.9; D: -3.8; E: 0.2; F: 3.9; G: 10.8; H: .

Cc1cccnc1NC(=O)c1ccc(S(=O)(=O)NCc2ccco2)cc1
  A: .; B: -1.0; C: 6.2; D: 11.3; E: -0.2; F: -0.7; G: 5.1; H: 0.9

COc1ccc(N(Cc2cc3ccccc3[nH]c2=O)S(=O)(=O)c2ccc(OC)cc2)cc1
  A: -6.2; B: .; C: -3.5; D: -2.1; E: 0.3; F: 5.8; G: 1.1; H: -0.5

CO[C@H]1CN(C)C(=O)c2cc(NC(=O)Nc3ccc(Cl)c(Cl)c3)ccc2OC[C@H](C)NC[C@@H]1C
  A: 0.4; B: -0.1; C: 4.4; D: 32.2; E: 0.0&0.3&0.1; F: .; G: .; H: .

CN(C)CCCNc1ncnc2c1c(-c1ccccc1)cn2-c1ccccc1
  A: 20.7; B: 0.4; C: 3.2; D: 44.8; E: 0.3; F: -3.0; G: -39.6; H: 1.1

CCOc1ccccc1Nc1cc(C)c2cccc(C)c2n1
  A: 13.7; B: .; C: -2.6; D: -10.3; E: 0.0; F: 1.0; G: 4.3; H: -3.1

O=C(COC(=O)c1cccc(Cl)c1Cl)NC1CCCC1
  A: 2.2; B: 0.0; C: 7.1; D: -1.3; E: -0.1; F: 1.1; G: 7.0; H: -3.4

CCNC(=S)N1CCN(CCN2C(=O)c3cccc4cccc(c34)C2=O)CC1
  A: 29.0; B: 4.2; C: -0.2; D: -15.8; E: 0.0; F: 3.2; G: -2.5; H: -1.2

C[C@H](CO)N1C[C@H](C)[C@@H](CN(C)C(=O)Nc2ccccc2)Oc2ccc(NS(=O)(=O)c3ccc(Cl)cc3)cc2CC1=O
  A: -5.3; B: 0.0; C: 1.8; D: 18.7; E: 0.0; F: 0.9; G: -27.8; H: 2.6

COc1ccc(NC(=O)Nc2cccnc2)c(OC)c1
  A: .; B: 4.7; C: .; D: -14.1; E: -0.1; F: 1.2; G: -1.0; H: 3.3

C[C@@H]1CN([C@@H](C)CO)C(=O)c2cccc(N(C)C)c2O[C@@H]1CN(C)C(=O)Nc1ccc2c(c1)OCO2
  A: -5.3; B: -0.1; C: 1.7; D: 18.7; E: -1.1; F: -3.8; G: -10.7; H: 2.6

Cc1cc([N+](=O)[O-])nn1CC(=O)Nc1ccc(Cc2ccncc2)cc1
  A: .; B: .; C: .; D: 2.9; E: -0.1; F: 1.1; G: -4.7; H: -5.8

Cc1ccnc(N2CCCC(C(=O)NC3CC3)C2)n1 (configuration not stated)
  A: -8.8; B: .; C: -6.3; D: -5.2; E: 0.0; F: -0.5; G: 11.6; H: 2.1

CCN1CCN(c2nc(NCCO)c3ccccc3n2)CC1
  A: 6.9; B: .; C: 2.7; D: 0.3; E: 0.0; F: -0.5; G: -11.3; H: 0.2

COc1ccc(-n2ccnc2SCC(=O)NC2CCCC2)c(OC)c1
  A: 3.8; B: -0.1; C: -2.1; D: 8.5; E: 0.0; F: -0.3; G: -6.1; H: 0.2

S=C1NC2(CCCCC2)NN1c1ccccc1
  A: 14.6; B: 0.4; C: 5.4; D: -0.5; E: 0.1; F: -7.6; G: 4.8; H: -1.6

CCOc1ccccc1C(=O)NC1CCN(CC(=O)Nc2cc(OC)ccc2OC)CC1
  A: 14.5; B: -1.8; C: -8.6; D: -13.2; E: 0.0; F: 2.9; G: -2.8; H: 0.3

O=C(O)C1CC=CCC1C(=O)NCc1ccc(Cl)c(Cl)c1 (configuration not stated)
  A: -8.3; B: 5.2; C: -1.5; D: -8.4; E: 0.4; F: -1.0; G: 2.0; H: -3.2

C#Cc1ccc([C@H]2C=C(C(=O)NCc3nc4ccccc4[nH]3)O[C@@H](OCc3ccc(CO)cc3)C2)cc1
  A: 8.8; B: 0.1; C: 4.4; D: .; E: 0.3; F: .; G: .; H: .

CC(C)NC(=O)Nc1ccc2c(c1)CC(=O)N([C@H](C)CO)C[C@H](C)[C@H](CN(C)C(=O)Nc1cccc3ccccc13)O2
  A: 3.4; B: .; C: 5.6; D: -16.0; E: -0.5; F: 8.9; G: -4.7; H: -0.9

O=C(NNc1ccc([N+](=O)[O-])cc1)c1ccccc1Cl
  A: .; B: .; C: .; D: -7.7; E: 0.0; F: 1.6; G: -1.7; H: 4.1

C/C(=N\N=C(/N)SC1CC(=O)N(c2ccc(Br)cc2)C1=O)c1cccs1 (configuration not stated)
  A: -1.9; B: .; C: 1.2; D: -20.0; E: .; F: 0.9; G: -1.7; H: -0.6

Cc1cc(-c2cccs2)c2c(N)c(C(=O)c3ccc4c(c3)OCO4)sc2n1
  A: .; B: .; C: .; D: -285.4; E: 5.4; F: -1.3; G: -7.7; H: -0.5

COC(=O)c1sc(NC(=S)NC(=O)c2ccc(C)cc2)nc1C
  A: -1.9; B: 0.6; C: .; D: -10.4; E: 0.0; F: -3.7; G: -6.8; H: 4.0

CCO[C@H]1OC(C(=O)O)=C[C@@H](C2CCCCC2)[C@@H]1CCCO
  A: 1.5; B: -0.1; C: 3.6; D: -7.5; E: 0.0; F: -3.8; G: -0.4; H: -0.8

Cc1cccc(C)c1N1CCN(C(=O)c2ccc3c(c2)OCO3)CC1
  A: -7.7; B: 0.0; C: 1.6; D: -1.1; E: 0.0; F: 0.9; G: -0.2; H: 4.0

CO[C@H]1CN(C)C(=O)c2ccc(NC(=O)C3CC3)cc2OC[C@@H](C)N(C(=O)CN(C)C)C[C@@H]1C
  A: -0.9; B: 0.0; C: 2.7; D: 12.1; E: 0.0; F: -1.2; G: 9.6; H: 1.9

C[C@@H](O)[C@@H]1NC(=O)c2cc([N+](=O)[O-])cc(I)c2NCC[C@@H](C(N)=O)NC(=O)CNC1=O
  A: .; B: 0.9; C: .; D: -9.5; E: -0.1; F: 4.3; G: 0.0; H: .

COc1ccc(NC(=S)N2CCC(c3ccc(C)cc3)C2)cc1 (configuration not stated)
  A: -21.7; B: 0.0; C: 13.6; D: -2.4; E: 0.1; F: 0.9; G: -4.9; H: 0.0

N#C/C(=C(/O)C(Cl)(Cl)Cl)c1nc2ccccc2[nH]1
  A: .; B: 1.0; C: -5.5; D: -19.2; E: -0.1; F: -3.1; G: 5.5; H: -2.7

O=c1ccc2cc(S(=O)(=O)NCCCc3ccccc3)ccc2[nH]1
  A: -5.9; B: .; C: 7.9; D: -5.2; E: 0.2; F: -3.9; G: 2.8; H: -4.2

# In the list so far, these contain an aryl thioether with sulfur outside any ring.
# Labels used below: A = RAD54 branch; B = E-sel inducer; C = esBAF inh; D = RAD52 anneal inh; E = Xi reactivation; F = ERp5 block; G = S100A4 inh HTS; H = ERAP1 HTS inh
O=C(CSc1nnc(-c2ccc(F)cc2)n1CC1CCCO1)NCc1ccco1 (configuration not stated)
  A: -5.4; B: -0.1; C: -9.5; D: 18.9; E: 0.0; F: 5.1; G: -6.9; H: -3.4

COc1ccc(-n2ccnc2SCC(=O)NC2CCCC2)c(OC)c1
  A: 3.8; B: -0.1; C: -2.1; D: 8.5; E: 0.0; F: -0.3; G: -6.1; H: 0.2

# Next section:
# Labels used below: A = RAD54 branch; B = E-sel inducer; C = esBAF inh; D = RAD52 anneal inh; E = Xi reactivation; F = ERp5 block; G = S100A4 inh HTS; H = ERAP1 HTS inh
O=C(Nc1ccccc1)Nc1ccc(Cl)nc1Cl
  A: .; B: 8.2; C: .; D: -13.1; E: 0.0; F: 3.7; G: -1.9; H: -9.7

COc1ccc(CCNC(=O)C(=O)NCC2CCCN2S(=O)(=O)c2ccccc2)cc1 (configuration not stated)
  A: 6.8; B: -0.2; C: .; D: -37.7; E: 0.0; F: -2.4; G: -2.0; H: -3.1

COc1ccc(OC)c(NC(=O)CC2SC(=Nc3ccccc3)N(CCc3ccccn3)C2=O)c1 (configuration not stated)
  A: -4.6; B: -8.0; C: 8.6; D: -19.4; E: -0.1; F: -3.9; G: 2.2; H: -1.3

C[C@@H]1C=C[C@](Cc2ccccc2)(C(=O)NCC2CC2)N1C(=O)c1ccccc1
  A: 3.1; B: -0.3; C: 36.2; D: -7.3; E: 0.1; F: 7.5; G: 6.5; H: 2.1

C[C@H](CO)N1C[C@H](C)[C@H](CN(C)Cc2ccc(C(=O)O)cc2)OCCCC[C@H](C)Oc2ccc(NS(=O)(=O)c3ccccc3)cc2C1=O
  A: -0.3; B: -0.1; C: 0.6; D: .; E: 0.4; F: .; G: .; H: .

CN(C(=O)CSc1nc2ccccc2[nH]1)C1CCS(=O)(=O)C1 (configuration not stated)
  A: -6.3; B: .; C: -2.7; D: -11.0; E: 0.2; F: 0.6; G: -1.3; H: 3.3

CC1CC(Nc2ccccc2)=NC1(C)C (configuration not stated)
  A: .; B: .; C: .; D: -23.9; E: 0.1; F: -1.0; G: -0.3; H: -2.1

COc1ccc2c(c1)c[n+](C)c1c3cc(OC)c(OC)cc3ccc21
  A: .; B: 0.0; C: .; D: 108.9*; E: 0.7; F: -1.7; G: 6.1; H: 1.5

# Bioassay records: PubChem, Broad Institute

# Rows were taken by chance, and some 2.5% of all compounds hit somewhere here.
